# Assay outcomes: PubChem BioAssay, several laboratories
# HGIII-sPLA2 inh = Inhibits HGIII-sPLA2 liposome hydrolysis, primary screen; Q9NZ20; inhibition, % at 12.2 µM; 370,000 tested, 0.56% active; QFRET BODIPY PC-A2 liposome hydrolysis, fluorescence;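 active = inhibition above mean plus 3 SD of compounds lying within the high and low control bounds, cut at about 19% in these data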;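 note: 0% = median of test compound wells and 100% = no enzyme DMSO wells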
# KLK7 zymogen act = activates the human kallikrein-7 zymogen | activation, % at 7 µM | 370,000 tested, 0.9% active | AID 652039 | purified proKLK7, EDANS-DABCYL substrate fluorescence; 100% is mature enzyme control, 0% vehicle | P49862;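 active = activation above the mean of all tested compounds plus 3 SD, computed per campaign excluding outliers beyond control limits, cut at about 13% in these data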
# ADAM10 inh = ADAM10 inhibition, QFRET primary screen. inhibition, % at 7 µM. recombinant ADAM10, EDANS/DABCYL FRET peptide cleavage, 3 h. 370,000 tested, 0.62% active;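 active = inhibition above a per-campaign cutoff equal to the mean of compounds falling between control-based bounds plus 3 SD, cut at about 20% in these data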;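 note: 0% = DMSO wells while the 100% control is not disclosed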
# rCAG RNA binder = binds r(CAG) RNA repeats; r(CAG) RNA repeat, TO-PRO-1 dye displacement fluorescence; inhibition, % at 3 µM; 370,000 tested, 1.3% active; AID 651821;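 active = inhibition above the plate cutoff, the mean of all test compounds on that plate plus 3 SD, cut at about 35% in these data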;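 note: 0% = DMSO alone and 100% = 100 µM mitoxantrone as full dye displacement; higher means more dye released from RNA so lower well fluorescence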
# DDE Tn6 FP inh = disrupts Tn6 cyclic peptide binding to fibrin D-Dimer-E complex; P02675; 370,000 tested, 0.21% active; inhibition, % at 8.3 µM; Fibrin DD(E) TRITC-Tn6 fluorescence polarization displacement;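 active = inhibition above a per-campaign cutoff: mean of compounds within control limits plus 3 SD, cut at about 15% in these data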;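 note: 0% = median of all compound wells on the plate and 100% = blocking peptide control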
# GC-A act = GC-A (human) enzyme activation; HEK293 GC-A cells, cGMP TR-FRET, EC30 ANP; 0% at EC30 ANP, 100% saturating ANP; activation, % at 10 µM; 370,000 tested, 0.14% active; P16066; in the data active = activation above about 40%
# FXN GAA850 act = frataxin GAA850 promoter activation; AID 540364; HEK293 lucGAA850 FXN promoter luciferase reporter, 24 h; percent of 10 µM SAHA response; activation, % at 6 µM; 360,000 tested, 0.56% active;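 active = activation above the average of all compounds screened plus 3 SD, cutoff fixed separately per campaign, cut at about 7.5% in these data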;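 note: 0% = DMSO wells and 100% = 10 µM SAHA wells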
# ARFGAP1 inh = rat ARFGAP1 inhibition; 360,000 tested, 0.26% active; inhibition, % at 16.5 µM; Arfgap1-stimulated ARF1 GTP hydrolysis, GDP FP detection;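 active = inhibition above a per-plate limit, mean inhibition of low control wells plus 3 SD, cut at about 25% in these data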;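 note: 0% = DMSO wells with enzyme and 100% = wells lacking Arfgap1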
#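 System: truncated rat Arfgap1 GAP domain / Benchmarks: high control wells lacking Arfgap1, low control full reaction with DMSO / Times: compound-enzyme preincubation 20 min, reaction 120 min, detection 60 min, 25 °C / Repeats: one replicate per compound / Also added: human ARF1(Δ1-17)-GTP substrate / Measured by: Tracer-displacement fluorescence polarization with EDTA stop, 620/688 nm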
# NPR2 activator = GC-B (human) receptor activation; AID 1920062; P20594; activation, % at 10 µM; HEK293-GC-B cells, CNP EC30, cGMP TR-FRET; 0% at EC30 CNP, 100% saturating CNP; 370,000 tested, 0.11% active;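 active = activation at 10 µM reaching about 35% in either raw or pattern-adjusted values, limit read from the data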
# Target sequence (P20594 whole entry, looked up): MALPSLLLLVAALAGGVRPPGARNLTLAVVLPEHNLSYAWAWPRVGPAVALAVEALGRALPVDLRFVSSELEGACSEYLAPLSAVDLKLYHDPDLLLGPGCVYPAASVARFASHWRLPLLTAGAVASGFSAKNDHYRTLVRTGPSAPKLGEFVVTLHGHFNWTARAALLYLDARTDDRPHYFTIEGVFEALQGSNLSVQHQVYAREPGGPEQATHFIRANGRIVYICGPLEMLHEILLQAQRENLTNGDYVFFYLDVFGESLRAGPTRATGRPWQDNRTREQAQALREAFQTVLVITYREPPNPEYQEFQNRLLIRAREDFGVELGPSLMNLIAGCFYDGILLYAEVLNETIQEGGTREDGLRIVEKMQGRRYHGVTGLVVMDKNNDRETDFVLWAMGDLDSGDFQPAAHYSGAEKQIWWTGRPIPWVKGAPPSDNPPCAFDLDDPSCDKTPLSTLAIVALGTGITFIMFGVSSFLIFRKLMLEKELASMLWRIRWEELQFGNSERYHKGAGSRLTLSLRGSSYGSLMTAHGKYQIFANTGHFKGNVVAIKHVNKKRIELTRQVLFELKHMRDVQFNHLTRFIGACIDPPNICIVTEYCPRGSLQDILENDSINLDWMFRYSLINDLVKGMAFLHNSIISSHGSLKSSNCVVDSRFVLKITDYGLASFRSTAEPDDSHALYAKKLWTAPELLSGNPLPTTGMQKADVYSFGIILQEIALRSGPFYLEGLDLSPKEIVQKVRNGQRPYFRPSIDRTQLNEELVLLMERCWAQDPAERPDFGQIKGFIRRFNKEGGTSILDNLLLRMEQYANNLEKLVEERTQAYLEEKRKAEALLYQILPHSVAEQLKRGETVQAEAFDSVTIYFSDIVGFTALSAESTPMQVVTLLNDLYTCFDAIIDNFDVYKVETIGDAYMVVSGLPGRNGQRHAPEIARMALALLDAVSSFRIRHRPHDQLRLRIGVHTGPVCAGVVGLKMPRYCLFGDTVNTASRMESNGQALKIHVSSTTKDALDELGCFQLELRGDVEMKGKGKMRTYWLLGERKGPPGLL
# ASAP1 inh = inhibitors of human ASAP1 ArfGAP activity; Q9ULH1; ASAP1-stimulated ARF1 GTP hydrolysis, GDP FP detection; inhibition, % at 16.5 µM; 360,000 tested, 0.19% active; AID 624377; in the data active = inhibition above about 25%;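 note: 0% = vehicle with enzyme and substrate and 100% = no enzyme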
# The depositor's hits bear a star; / = not tested or not shown.
entry	SMILES	HGIII-sPLA2 inh	KLK7 zymogen act	ADAM10 inh	rCAG RNA binder	DDE Tn6 FP inh
1	O=C(CCC1CCCC1)NCCS(=O)(=O)N1CCN(c2ccccc2F)CC1	3.0	0.3	2.2	-6.1	-0.4
2	O=C1CN(C(=O)/C=C/c2ccccc2F)c2ccccc2N1	-4.3	0.0	-5.0	3.4	1.3
3	O=C(Cn1nnc(-c2cc(C(F)(F)F)cc(C(F)(F)F)c2)n1)NNC(=S)Nc1ccc(Cl)cc1	7.2	0.0	5.1	66.0*	-9.6
4	Cc1ccc(C)c(NC(=O)CSc2nnc([C@@H]3CCCN3C(=O)OC(C)(C)C)o2)c1	-9.6	-0.3	5.2	-8.5	-4.2
5	C/C(=N\NC(=O)c1cccc(S(=O)(=O)N2CCOCC2)c1)c1ccco1	0.6	0.0	-3.8	5.8	6.9
6	O=C(Nc1cccc(F)c1)C1CCN(C(=O)c2ccc(Br)cc2)CC1	-13.2	0.1	3.6	7.2	-4.3
7	CCOC(=O)/C(C#N)=C\c1cccnc1	-3.0	0.1	-7.1	0.4	2.4
8	CC(C)(C)NC(=O)C1CCN(S(=O)(=O)c2cccc3nsnc23)CC1	-3.7	-0.2	0.8	0.6	-0.3
9	COc1ccc(N(C(=O)c2snc(C(N)=O)c2N)C(C(=O)NC2CCCC2)c2ccco2)cc1OC (stereo not given)	-0.8	-1.2	-11.7	1.1	7.3
10	COC(=O)CN1C(=O)N/C(=C/c2cc(Cl)c(OC)c(OC)c2)C1=O	-12.3	0.1	3.2	-4.0	3.6
11	CSc1ccc(C(O)c2ncc(-c3cccc(OCc4ccccc4)c3)[nH]2)cc1 (stereo not given)	-23.0	-0.8	18.7	7.6	-1.8
12	COc1ccccc1CN1CC(C(=O)NCCn2nc(C)cc2C)CCC1=O (stereo not given)	2.8	-0.4	5.4	-6.4	-4.6

entry	GC-A act	FXN GAA850 act	ARFGAP1 inh	NPR2 activator	ASAP1 inh
1	-2.5	0.7	5.2	-1.5	3.4
2	-3.3	3.9	-0.8	-3.4	8.2
3	-1.0	0.0	12.1	-1.6	5.3
4	1.8	-2.7	12.9	-7.3	7.7
5	-0.3	2.4	3.7	0.9	10.5
6	-4.3	3.1	-0.5	-6.0	7.0
7	/	-0.2	-0.3	/	8.8
8	-0.7	1.1	5.1	-6.9	2.1
9	-9.3	1.9	-0.3	-5.9	9.9
10	1.1	1.6	0.8	-3.1	10.9
11	-2.4	0.8	-0.1	4.0	7.2
12	-0.5	-2.2	16.4	8.5	-0.7

# In another format: eight of the compounds above
No. | SMILES | HGIII-sPLA2 inh | KLK7 zymogen act | ADAM10 inh | rCAG RNA binder | DDE Tn6 FP inh | GC-A act | FXN GAA850 act | ARFGAP1 inh | NPR2 activator | ASAP1 inh
1 | O=C(CCC1CCCC1)NCCS(=O)(=O)N1CCN(c2ccccc2F)CC1 | 3.0 | 0.3 | 2.2 | -6.1 | -0.4 | -2.5 | 0.7 | 5.2 | -1.5 | 3.4
2 | O=C1CN(C(=O)/C=C/c2ccccc2F)c2ccccc2N1 | -4.3 | 0.0 | -5.0 | 3.4 | 1.3 | -3.3 | 3.9 | -0.8 | -3.4 | 8.2
3 | O=C(Cn1nnc(-c2cc(C(F)(F)F)cc(C(F)(F)F)c2)n1)NNC(=S)Nc1ccc(Cl)cc1 | 7.2 | 0.0 | 5.1 | 66.0* | -9.6 | -1.0 | 0.0 | 12.1 | -1.6 | 5.3
4 | Cc1ccc(C)c(NC(=O)CSc2nnc([C@@H]3CCCN3C(=O)OC(C)(C)C)o2)c1 | -9.6 | -0.3 | 5.2 | -8.5 | -4.2 | 1.8 | -2.7 | 12.9 | -7.3 | 7.7
5 | C/C(=N\NC(=O)c1cccc(S(=O)(=O)N2CCOCC2)c1)c1ccco1 | 0.6 | 0.0 | -3.8 | 5.8 | 6.9 | -0.3 | 2.4 | 3.7 | 0.9 | 10.5
6 | O=C(Nc1cccc(F)c1)C1CCN(C(=O)c2ccc(Br)cc2)CC1 | -13.2 | 0.1 | 3.6 | 7.2 | -4.3 | -4.3 | 3.1 | -0.5 | -6.0 | 7.0
7 | CCOC(=O)/C(C#N)=C\c1cccnc1 | -3.0 | 0.1 | -7.1 | 0.4 | 2.4 | / | -0.2 | -0.3 | / | 8.8
8 | CC(C)(C)NC(=O)C1CCN(S(=O)(=O)c2cccc3nsnc23)CC1 | -3.7 | -0.2 | 0.8 | 0.6 | -0.3 | -0.7 | 1.1 | 5.1 | -6.9 | 2.1

# The results go on.
entry	SMILES	HGIII-sPLA2 inh	KLK7 zymogen act	ADAM10 inh	rCAG RNA binder	DDE Tn6 FP inh
13	O=C(Nc1ccccc1Cl)OC1CC2CC1[C@H]1CCCCN1[C@H]2Cc1ccccc1 (stereo not given in full)	-1.6	0.0	-4.0	6.0	-0.5
14	Cc1nccc(-c2cc(-c3ccc(Cl)cc3Cl)no2)n1	-6.9	-0.2	1.4	-4.0	-1.9
15	CC(C)(C)c1ccccc1NC(=O)COC(=O)CN1C(=O)NC2(CCCC2)C1=O	-0.5	0.5	-1.6	-4.1	-2.1
16	COc1ccc2oc(C(=O)OCC(=O)N3CC(C)OC(C)C3)c(C)c2c1 (stereo not given)	-4.9	1.9	-269.8	-2.3	-8.6
17	O=C(NCCCN1CCOCC1)c1ccc(Sc2cccc(Cl)c2)c([N+](=O)[O-])c1	-6.9	-0.6	-9.8	-4.5	-2.5
18	CC(=O)OCC(=O)C1(O)CCC2C3CCC4=CC(=O)C=CC4(C)C3C(O)CC21C (stereo not given)	11.2	0.0	0.5	-5.5	-4.5
19	O=C(CSc1nnc(-c2cccnc2)o1)Nc1nccs1	0.4	-0.3	-9.1	2.9	-8.8
20	C=CCn1c(C)cc(-c2csc(NC(=O)CCc3nc4ccccc4c(=O)[nH]3)n2)c1C	-15.3	0.2	0.8	24.0	-8.5
21	CCOc1ccc(C(=O)N(CC)CC(=O)Nc2ccc3c(c2)OCCO3)cc1	-0.3	-0.7	-2.9	-4.0	-3.4
22	COc1ccc(C(CNC(=O)c2ccc(S(=O)(=O)Nc3ccccc3C)cc2)N2CCOCC2)cc1 (stereo not given)	-14.7	0.1	-3.3	-3.7	3.8
23	Cc1c(Cl)cccc1NC(=O)CCCn1cnc([N+](=O)[O-])n1	-4.1	0.3	2.4	2.5	4.2
24	COc1ccc2oc(=O)c(-c3cn4ccc(C)cc4n3)cc2c1	5.2	0.1	-28.0	-1.8	0.3

entry	GC-A act	FXN GAA850 act	ARFGAP1 inh	NPR2 activator	ASAP1 inh
13	-12.3	/	/	-5.6	/
14	14.9	2.5	-5.2	-0.1	-13.2
15	0.7	1.5	-4.4	5.0	6.2
16	0.2	0.2	25.3*	6.5	11.4
17	16.4	3.8	4.4	12.7	-0.4
18	-7.3	2.8	3.6	-4.8	6.3
19	0.3	1.8	-3.4	-3.4	-0.4
20	-6.7	1.5	-10.6	6.0	9.7
21	-1.6	2.3	0.9	-3.6	-3.0
22	-1.8	-0.8	-2.9	-2.0	1.2
23	3.1	2.5	-9.2	-0.3	22.7
24	-10.3	4.1	12.0	-5.8	-4.7

# Other structures:
entry	SMILES	HGIII-sPLA2 inh	KLK7 zymogen act	ADAM10 inh	rCAG RNA binder	DDE Tn6 FP inh
25	O=C(CSc1ccc(Br)cc1)NCC(c1cccs1)N1CCOCC1 (stereo not given)	7.2	-0.1	-11.7	-4.0	0.1
26	O=C(Cc1csc(NC(=O)Nc2cccc(Cl)c2)n1)NCc1ccccn1	-13.4	0.2	5.6	38.6*	-5.6
27	CCSc1nnc(NC(=O)CC(C)C)s1	-1.9	-0.2	-1.3	0.5	-2.9
28	Cc1cc(O)ccc1NC(=S)NC(=O)c1cncc(Br)c1	-5.2	0.2	1.9	-1.6	-3.3
29	O=C1CNC(=S)N1CCc1ccc(Cl)cc1	-86.9	0.2	11.5	8.0	0.5
30	CSc1ccccc1C(=O)OCC(=O)NCCN1C(=O)CSC1=O	7.7	0.6	-20.9	4.3	0.1
31	COc1ccc(N2CCN(c3nc(=S)n(-c4ccccc4)c(C)c3C(C)=O)CC2)cc1	3.3	-0.1	-0.8	-7.3	-2.3
32	CC(=O)Nc1ccc(NC(=O)Nc2ccc3c(c2)N(C)C(=O)CS3)cc1	-7.9	0.1	-3.4	4.4	-7.0
33	CCOCCCNC(=O)c1c[nH]c2ccc(C)cc2c1=O	-0.1	0.3	3.6	-1.0	0.9
34	CC1CN(C(=S)Nc2ccccc2F)CC(C)O1 (stereo not given)	2.1	-0.7	-3.3	1.4	-0.9
35	O=C(COC(=O)c1cc(Cl)nc(Cl)c1)NCc1ccc2c(c1)OCO2	10.1	1.1	-16.1	1.6	0.7
36	C=CC[C@H](CC(=O)N[C@H](CO)Cc1ccccc1)C(=O)N[C@@H](COC(=O)[C@@H](CC=C)Cc1ccc(F)cc1)Cc1c[nH]c2ccccc12	-88.6	0.6	3.5	1.7	-8.9

entry	GC-A act	FXN GAA850 act	ARFGAP1 inh	NPR2 activator	ASAP1 inh
25	-3.7	0.3	-8.2	-6.1	17.3
26	4.1	3.5	-6.9	2.4	-1.6
27	6.1	1.8	-0.1	-2.1	3.8
28	2.1	0.0	9.6	-2.1	-5.2
29	5.5	2.0	9.4	-2.8	-17.3
30	-2.5	0.9	3.0	2.2	17.4
31	6.2	1.2	-6.2	4.0	13.9
32	-1.0	0.7	4.8	2.5	-3.4
33	-1.3	-2.4	4.9	0.0	9.1
34	-4.3	-0.7	-11.1	1.9	-2.5
35	-2.0	0.2	-6.4	0.0	-0.5
36	-7.3	-9.9	5.6	1.0	15.0

# Other results follow.
entry	SMILES	HGIII-sPLA2 inh	KLK7 zymogen act	ADAM10 inh	rCAG RNA binder	DDE Tn6 FP inh
37	Cc1ccc(NC(=O)C2CCCN2C(=O)c2cccs2)cc1C (stereo not given)	4.2	-0.8	-11.5	1.1	-4.4
38	N#C/C(=C\c1ccc(O)c([N+](=O)[O-])c1)C(=O)NCc1ccccc1	0.1	-0.8	8.2	10.6	5.0
39	COc1ccccc1C(=O)OCC(=O)N1CCC(Cc2ccccc2)CC1	-8.4	-0.2	3.0	-0.1	6.4
40	CCC(C)(C)n1nnnc1C(c1ccccc1OC)N1CCSCC1 (stereo not given)	-1.6	0.1	10.0	-4.0	2.1
41	O=Cc1ccc(N2CCCCC2)cc1	-2.9	-0.1	4.5	-1.7	5.4
42	COC(=O)C1=C(C)C(c2ccc(OC)cc2OC)NC(=O)N1 (stereo not given)	6.1	0.0	2.7	2.1	-5.1
43	CC1CCN(c2nc3ccc(C(=O)N4CCN(Cc5ccc6c(c5)OCO6)CC4)cc3s2)CC1	-10.6	0.8	-9.4	0.8	2.9
44	CC(=O)N1CCN(c2ccccc2NC(=S)NC(=O)c2cc3ccccc3o2)CC1	3.9	-0.3	-4.9	2.5	-7.0

entry	GC-A act	FXN GAA850 act	ARFGAP1 inh	NPR2 activator	ASAP1 inh
37	0.4	-0.9	2.0	2.8	-9.2
38	0.1	-2.5	7.2	-0.2	7.2
39	-2.4	1.7	4.8	3.7	-8.7
40	-2.2	-1.0	-8.0	-0.2	-3.5
41	1.5	-0.6	-3.6	-2.5	-6.5
42	-0.2	-1.5	0.3	-1.0	-4.5
43	-3.0	0.3	4.3	2.1	-8.6
44	-1.0	2.1	-5.2	3.6	1.2

# Not a hit list (roughly 4.5% active in at least one column).
